# Abeta rescue: restores growth of yeast expressing A-beta42 peptide; 0.063% of 410,000 active; yeast expressing A-beta42, growth rescue, OD600, 48 h; response scale: 0% DMSO, 100% iron-clioquinol control; AID 1347071; Potency, µM (titrated, usually from 46.1 µM), without a hit: top-dose growth rescue, usual class: activators; also: potency is read from the fitted curve at half-maximal effect; nearly all actives have a fitted effect of over 55% in size
#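 Yeast growth medium received pinned compounds, then yeast cells expressing toxic A-beta were added; plates incubated at 30 C for 48 hr. Growth read as absorbance at 600 nm, normalized to DMSO and equimolar FeCl3 plus clioquinol controls.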
# TGFb SMAD3 inh: blocks TGF-b signaling. HepG2 CAGA-GFP TGF-b/SMAD3 reporter, GFP fluorescence, 18 h; TGF-beta stimulated, 500 pg/mL final. Potency, µM (top dose mostly 46.1 µM), for the others: at the highest dose activity, negative = inhibition, usual class: inhibitors. 1.2% of 410,000 active. AID 588855; also: potency is read from the fitted curve at half-maximal effect; % is scaled to controls: 0 for no effect and ±100 for the full control effect; nearly all actives have a fitted effect of over 65% in size
#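 Smad-responsive CAGA-GFP expression was quantified in HEPG2 cells exposed to compounds and 500 pg/mL final TGF-beta for 18 h at 37 degrees C; unstimulated wells defined full inhibition.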
# Mm-Cpn inhibitor: blocks the Methanococcus maripaludis chaperonin Mm-Cpn. AID 504842. 0.031% of 330,000 active. purified Mm-Cpn ATPase, ADP Transcreener TR-FRET. Potency, µM (series often up to 76.9 µM), inactives show at the top dose activity, negative = inhibition, hits mostly inhibitors; also: potency is read from the fitted curve at half-maximal effect; % is scaled to controls: 0 for no effect and ±100 for the full control effect; nearly all actives have a fitted effect of over 80% in size
#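 ATPase turnover read by TR-FRET ADP competition (Eu cryptate antibody/ADP-d2, 665/590 nm): 10uM ATP final, 25nM Mm-CPN final, 30 min 37degC after 10-min compound preincubation, pH 7.4 Tris/KCl/MgCl2/DTT buffer.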
# Akt phos inh: blocks phosphorylation of Akt | Neuro2A IGF-stimulated pAkt S473 HTRF, 20 min; active compounds read low | activity change, % for hits at 50 µM | 0.32% of 360,000 active | AID 651550; in the data active = activity change below about -80%; inconclusive = mostly about -51% to -80%; also: % is scaled to controls: 0 for no effect and ±100 for the full control effect
#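 Single-point screen (50 µM final compound) in Neuro2A cells stimulated 20 min with 6 nM IGF at 37 deg C. After lysis, Ser473-phosphorylated Akt read by HTRF (ex 330 nm, em 615/665 nm) as the 665/615 ratio.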
# A549 tox: A549 cytotoxicity, counter-screen for Nrf2 inhibitors; A549 ARE-Fluc cells, CellTiter-Fluor viability, 18-24 h; Potency, µM (titrated, usually from 46 µM), inactives show at the highest dose activity change, negative = cytotoxicity, usual class: inhibitors; 0.16% of 390,000 active; also: potency is read from the fitted curve at half-maximal effect; % is scaled to controls: 0 for no effect and ±100 for the full control effect
#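 A549 ARE_Fluc cells in 5% FBS OPTI-MEM were exposed to compounds in concentration-response for 18-24 h at 37 deg C. Viability was read by CellTiter-Fluor fluorescence (Ex 405/Em 525) after 30 min, before the luciferase read.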
# HepG2 viability: HepG2 cytotoxicity, counter-screen for TGF-b inhibitors; HepG2 CAGA-GFP viability, ATP luminescence, 18 h; Potency, µM (series often up to 46.1 µM), for inactives: at the highest dose activity change, negative = cytotoxicity, hits mostly cytotoxic; 0.76% of 410,000 active; also: potency is read from the fitted curve at half-maximal effect; some results filed as inactive show a strong effect at the top dose
#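 CellTiter-Glo luminescence gave cytotoxicity after 18 hours at 37 degrees C. The cells were HepG2 CAGA-GFP in 1% FBS DMEM, stimulated with 500 pg/mL TGF-beta after compound addition. %Activity was normalised to no-cell wells (complete cell-killing) and DMSO (no toxicity), and curves were fitted and classified.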
# Nrf2 activator: activators of Nrf2 (ARE) signaling. 0.31% of 410,000 active. Potency, µM (highest dose often 46.1 µM), for inactives: at the top dose activation, hits mostly activators. AREc32 ARE-luciferase reporter (MCF7-derived line), luminescence, 24 h; also: potency is read from the fitted curve at half-maximal effect; % of control where 0% means no effect; nearly all actives have a fitted effect of over 65% in size
#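 Each well held 1000 AREc32 cells, which were incubated with compound for 24 hr at 37 deg C after overnight attachment, and ARE reporter activity was quantified by firefly luciferase luminescence.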
# CCT chaperon mod: changes cytosolic chaperonin activity; 0.3% of 360,000 active; activity change, % (concentration not given with the values), hits read low; purified chaperonin ATPase assay, HTRF ADP detection, 30 min; in the data active = activity change below about -30%; also: % is scaled to controls: 0 for no effect and ±100 for the full control effect
#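 ATPase activity: ADP formed was measured by HTRF Transcreener (665/615 nm ratio) after 30 min at 37 deg C with 10 uM ATP. Compounds screened at one 76 uM concentration against 40 or 20 nM TRiC in Tris pH 7.4/KCl/MgCl2/DTT buffer.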
# Nrf2 inh: blocks Nrf2 signaling; A549 ARE-Fluc reporter, luciferase luminescence, 18-24 h; Potency, µM (series often up to 46 µM), inactives show at the highest dose activity change, negative = inhibition, most hits filed as inhibitors; 2.1% of 360,000 active; also: potency is read from the fitted curve at half-maximal effect; % is scaled to controls: 0 for no effect and ±100 for the full control effect; nearly all actives have a fitted effect of over 60% in size
#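 Concentration-response testing used A549 ARE_Fluc cells at 5000 cells/well. Following an 18-24 h compound incubation, viability was read by fluorescence (Ex 405/Em 525) and luciferase output by luminescence.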
# * = called active by the depositor; i = inactive; u = inconclusive; x = no result given; & = joins results of further samples; [ ] = dose if it differs, or a comment. Unless noted, calls follow the shape of the dose curve; as a rule, active = well fitted curve in the direction sought with a large enough effect; inconclusive = small, poorly fitted or top-dose-only effect, or another doubt; inactive = no such curve, though single readings can be large; an effect the other way counts as inactive or inconclusive.
canonical_smiles	Abeta rescue	TGFb SMAD3 inh	Mm-Cpn inhibitor	Akt phos inh	A549 tox	HepG2 viability	Nrf2 activator	CCT chaperon mod	Nrf2 inh
COc1cccc(CC2(CO)CCCN(Cc3cn[nH]c3-c3cc(C)ccc3C)C2)c1 (stereo not drawn)	5%	-2%	1%	i	2%	-25%	0.8%	-2.6	-11%
COCCN(C(=O)COC(=O)c1cnc(C)cn1)c1c(N)n(Cc2ccccc2)c(=O)[nH]c1=O	7%	0%	-1%	i	5%	-1%	-0.1%	0.9	-1%
CCOC(=O)c1[nH]c2c(c1C)C(=O)CC(c1ccc(OCC)c(OC)c1)C2 (stereo not drawn)	9%	6%	1%	i	6%	11%	-1.0%	-1.3	x
CCCOc1ccc(C(=O)NC(=S)N2CCN(c3cc4c(cc3F)c(=O)c(C(=O)O)cn4CC)CC2)cc1	-19%	-5%	-3%	i	2%	16%	0.1%	-1.4	6%
C#CCOCCOCCOCCNc1nc(N2CCN(C(=O)Cn3cc(CCO)nn3)CC2)nc(N2CCN(C(=O)Cn3cc(CC(C)O)nn3)CC2)n1 (stereo not drawn)	-13%	3%	x	i	-4%	-10%	-1.0%	-0.7	0%
COc1ccc(-c2onc(C)c2-c2ccc(C(=O)OC(C)C)o2)c(O)c1	6%	u	-2%	i	-11%	-57%	0.9%	0.4	-1%
COc1ccccc1N(C)S(=O)(=O)c1ccc(C(=O)NCC(c2ccco2)N2CCCCC2)cc1 (stereo not drawn)	-13%	-18%	x	i	-2%	-36%	3.3%	1.1	-19%
O=C1c2cccc3c2N(CCC3)C(=O)C1(F)c1ccccc1 (stereo not drawn)	-13%	-4%	x	i	-7%	0%	0.5%	-4.0	-9%
COc1ccccc1NC(=O)NNC(=O)CCc1ccccc1	6%	-6%	1%	i	0%	2%	0.4%	0.4	1%
COCCCNC(=O)C(=O)N/N=C/c1cc2c(cc1Br)OCO2	13%	-5%	-5%	i	-12%	14%	0.0%	-1.4	5%
COc1ccccc1NS(=O)(=O)c1ccc(C)c(NS(=O)(=O)c2cc(NC(C)=O)ccc2OC)c1	0%	1%	x	i	-2%	-9%	0.1%	1.3	-2%
CCC(=O)c1ccc(OCC(=O)OC(C)C(=O)NCc2ccc3c(c2)OCO3)cc1 (stereo not drawn)	5%	-13%	0%	i	3%	4%	-0.5%	1.3	1%
COc1ccc(-c2nc3sc(CCNC(=O)C(=O)Nc4cc(F)ccc4F)c(C)n3n2)cc1	3%	14%	x	x	1%	-3%	0.0%	x	x
O=C(CC1C(=O)NCCN1C/C=C/c1ccccc1)NCCc1cccnc1 (stereo not drawn)	-13%	9%	-11%	i	u	0%	-0.6%	0.3	u
Cc1c(CCOC(=O)c2ccccc2)sc[n+]1Cc1ccccc1	1%	1%	0%	i	1%	3%	-0.3%	-2.1	-15%
CCOc1ccccc1C(=O)NC(C(=O)OCC(=O)Nc1nnc(-c2ccccc2)o1)C(C)C (stereo not drawn)	13%	2%	1%	i	0%	-2%	-0.3%	-2.5	6%
Cc1nc2ccccc2c(=O)n1CCN1CCOCC1	1%	6%	1%	i	0%	7%	0.0%	-1.8	1%
CC(=O)NS(=O)(=O)c1ccc(NC(=O)C(Sc2ccccc2)c2ccccc2)cc1 (stereo not drawn)	4%[9.22 µM]	3%	0%	i	-1%	9%	0.2%	-1.5	x
BrC(/C=N/Nc1nc(N2CCOCC2)nc(N2CCOCC2)n1)=C/c1ccccc1	-28%	u	-1%	i	2%	-72%	u	-0.1	-14%
Cc1ccc(/C=C2/CCc3c([nH]c4ccccc34)C2=O)cc1	0%	-1%	-3%	i	16%	-5%	2.0%	2.5	u
O=C(NCc1ccccc1)c1cc(S(=O)(=O)N2CCCCC2)ccc1N1CCOCC1	8%	-6%	-3%	i	2%	-3%	2.2%	2.3	u
Cc1ccccc1N1CCN(C2CCCN(C(=O)c3ccsc3)C2)CC1 (stereo not drawn)	4%	-4%	0%	i	1%	-15%	0.4%	2.2	3%
O=C(O)c1cccc(NC(CNS(=O)(=O)c2ccc(Cl)cc2)c2ccccc2)c1 (stereo not drawn)	17%	-22%	-4%	i	5%	2%	0.2%	-1.2	4%
COc1cc(O)oc1C=Nc1ccc(Oc2ccccc2)cc1	22%	-3%	-6%	i	-4%	0%	2.1%	-3.0	-7%
Cc1c(OC(C)C(=O)N[C@@H](Cc2ccccc2)C(=O)O)ccc2c3c(c(=O)oc12)CCCC3 (stereo partly drawn)	-8%	2%	1%	i	0%	1%	0.4%	-1.9	6%
CC(C)c1ccc2c(c1)NC(c1ccncc1)=NC(c1cccs1)=N2	3%	u	x	x	-16%	-16%	16%	x	-21%
CC1Cn2c(nc3sc4c(c3c2=O)CC(C)(C)OC4)N1CCO (stereo not drawn)	-1%	6%	0%	i	-4%	3%	0.2%	-0.7	4%
Cc1ccc(-c2cc(C(=O)Nc3ccc(S(=O)(=O)Nc4cc(C)on4)cc3)c3ccccc3n2)c(C)c1	-2%	1%	-1%	i	-13%	-11%	-0.1%	0.3	x
CCOC(=O)c1ccc(-c2c(-c3ccc4c(c3)OCO4)noc2-c2ccsc2)cc1F	-14%	9%&-7%	-1%	i	-2%	3%&2%	-0.3%	-1.6	-16%
O=C(NCCCN1CCOCC1)c1onc(CSc2nc3ccccc3[nH]2)c1C(=O)NCCCN1CCOCC1	-16%	-2%	0%	i	7%	37%	1.3%	-2.6	2%
O=C(NCc1ccccc1)C1CCCN(S(=O)(=O)c2cccc3nonc23)C1 (stereo not drawn)	-5%	-9%	-1%	i	1%	1%	2.1%	-0.7	-2%
O=C(COC(=O)c1ccc(Cl)nc1)Nc1ccc(N2CCOCC2)cc1	20%	-8%	0%	i	-1%	-5%	-0.6%	1.0	6%
O=C(O)C1CCCCC1C(=O)Nc1ccc(S(=O)(=O)N2CCCCC2)cc1 (stereo not drawn)	1%	10%	-1%	i	2%	-20%	0.4%	-1.8	6%
Cc1ccc([N+](=O)[O-])cc1Nc1nc(N2CCCC2)nc(N2CCCC2)n1	-3%	17%	-1%	i	-4%	7%	-0.6%	-2.8	u
O=C(Cc1c(Cl)cccc1Cl)Nc1ccc(S(=O)(=O)Nc2ncccn2)cc1	2%	-1%	4%	i	0%	4%	-0.3%	-1.6	-2%
CCn1c(Cc2ccccc2)nnc1SCC(=O)Nc1cc(C)on1	2%	14%	0%	i	-1%	-17%	-0.2%	-5.2	x
N#Cc1cccc(NCC(=O)Nc2cccc(S(=O)(=O)N3CCCCC3)c2)c1	7%	u	1%	i	-2%	2%	-0.2%	-5.0	u
CN1CCN(C(=O)C2CCN(S(=O)(=O)c3ccccc3[N+](=O)[O-])CC2)CC1	4%	13%	3%	i	16%	1%	-0.4%	-2.4	0%
COc1ccccc1CNC(=O)COC(=O)Cc1cccc(F)c1	-17%	20%	0%	i	2%	-3%	-0.2%	-0.3	5%
CCc1ccc(OCC(=O)NNC(=O)Cc2ccc(S(=O)(=O)N3CCOCC3)s2)cc1	-6%	0%	2%	i	-7%	-1%	-0.1%	1.4	5%
COc1cc2nc(=S)n(CCCN3CCOCC3)c(N)c2cc1OC	-9%	-24%	1%	i	21%	0%	3.2%	-1.5	-6%
Cc1ccc(Oc2ncnc(N)c2[N+](=O)[O-])cc1	-11%	-7%	1%	i	12%	0%	0.5%	-2.9	0%
O=C(CNC(=O)c1ccc2c(c1)OCCO2)N/N=C/c1ccc([N+](=O)[O-])cc1	-4%	16%	1%	i	-7%	4%	-0.5%	-2.1	u
Cc1cc(NS(=O)(=O)c2ccc(NC(=O)CCc3ccccc3)cc2)no1	7%	-2%	2%	i	-9%	18%	-0.3%	-0.1	-6%
Nc1ccc(Oc2cc(N)cc(Oc3ccccc3)c2)cc1	14%	-3%	0%	i	2%	-3%	3.5%	1.7	u
CCOC(=O)c1ccc(N=Cc2cnc(N)nc2N)cc1	0%	7%	x	i	-4%	0%	0.6%	0.2	-4%
CCOc1ccc(NC(=O)CCC(=O)OC)cc1	-23%	5%	-15%	i	7%	-24%	0.0%	-2.3	x
COc1ccc(N2C(=O)NC3CC2(C)Oc2ccc(Cl)cc23)cc1OC (stereo not drawn)	4%	-3%	u	i	-12%	9%	-0.2%	1.7	9%

# A different layout for some results above:
# Screens in order – Abeta rescue, TGFb SMAD3 inh, Mm-Cpn inhibitor, Akt phos inh, A549 tox, HepG2 viability, Nrf2 activator, CCT chaperon mod, Nrf2 inh
- CCOC(=O)c1ccc(-c2c(-c3ccc4c(c3)OCO4)noc2-c2ccsc2)cc1F
→ -14%, 9%&-7%, -1%, i, -2%, 3%&2%, -0.3%, -1.6, -16%
- Cc1ccc(Oc2ncnc(N)c2[N+](=O)[O-])cc1
→ -11%, -7%, 1%, i, 12%, 0%, 0.5%, -2.9, 0%
- Nc1ccc(Oc2cc(N)cc(Oc3ccccc3)c2)cc1
→ 14%, -3%, 0%, i, 2%, -3%, 3.5%, 1.7, u

# Not a hit list; 4.3% or so of the library scored in one or more.
